D2 antagonist = HTS Assay for Allosteric Antagonists of the Human D2 Dopamine Receptor: Primary Screen for Antagonists | HEK293 TREx D2 cells, calcium flux, dopamine EC80 | inhibition, % at 10 µM | 340,000 tested, 2% active | D(2) dopamine receptor (Homo sapiens), P14416; in the data active = inhibition above about 30%; note: 0% is about no effect
Target sequence (P14416 whole entry, looked up): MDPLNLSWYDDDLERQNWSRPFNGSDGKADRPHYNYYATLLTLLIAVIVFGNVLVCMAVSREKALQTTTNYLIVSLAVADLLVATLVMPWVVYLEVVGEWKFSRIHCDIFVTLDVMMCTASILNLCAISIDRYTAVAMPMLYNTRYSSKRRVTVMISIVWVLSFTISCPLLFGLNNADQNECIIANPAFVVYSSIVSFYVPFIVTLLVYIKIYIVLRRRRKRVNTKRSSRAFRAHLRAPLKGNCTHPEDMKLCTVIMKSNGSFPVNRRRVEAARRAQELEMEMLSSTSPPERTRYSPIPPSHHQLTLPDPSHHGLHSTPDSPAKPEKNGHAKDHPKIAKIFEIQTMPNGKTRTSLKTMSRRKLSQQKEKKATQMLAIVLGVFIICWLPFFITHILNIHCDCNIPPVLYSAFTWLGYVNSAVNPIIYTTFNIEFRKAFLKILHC
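HEK293 T-REx D2 cells, tet-induced, calcium dye no-wash. Cpd pintool add, 180 s kinetic, then EC80 DA, 180 s kinetic. Ca flux read.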
TrxR1 inh = qHTS Assay for Inhibitors of Mammalian Selenoprotein Thioredoxin Reductase 1 (TrxR1): qHTS | Thioredoxin reductase 1, cytoplasmic (Rattus norvegicus), O89049 | recombinant rTrxR1, NADPH fluorescence consumption, selenite substrate | Potency, µM (series often up to 114 µM), without a hit: at the top dose activity change, negative = inhibition, usual class: inhibitors | 390,000 tested, 1% active; note: potency is the fitted concentration of half-maximal effect; % is set by controls: 0 for no effect and ±100 for the full control effect; nearly all actives have a fitted effect of over 65% in size
Target sequence (O89049 whole entry, looked up): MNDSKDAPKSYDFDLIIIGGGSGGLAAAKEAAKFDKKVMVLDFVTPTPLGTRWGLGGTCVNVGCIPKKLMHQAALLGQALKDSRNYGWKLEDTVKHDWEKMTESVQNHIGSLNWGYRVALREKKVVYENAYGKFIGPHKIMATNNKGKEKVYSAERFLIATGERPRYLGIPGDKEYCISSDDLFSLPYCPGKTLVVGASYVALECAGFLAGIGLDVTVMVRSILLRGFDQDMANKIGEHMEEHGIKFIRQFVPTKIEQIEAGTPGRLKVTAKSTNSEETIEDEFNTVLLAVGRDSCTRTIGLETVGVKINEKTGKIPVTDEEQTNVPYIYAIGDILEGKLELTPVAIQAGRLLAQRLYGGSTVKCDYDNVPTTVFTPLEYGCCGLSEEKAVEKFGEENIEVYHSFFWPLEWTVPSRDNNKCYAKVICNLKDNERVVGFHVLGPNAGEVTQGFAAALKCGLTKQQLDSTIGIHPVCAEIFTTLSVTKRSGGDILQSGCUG
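Rat TrxR1 (90 nM in the dispensed reagent) was pre-reduced with 400 uM NADPH for 5 min at room temperature, then incubated with compound for 15 min. After 400 uM selenite was added, NADPH fluorescence (Ex 340/Em 450 nm) was followed for 8 min.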
IDH1 R132H inh = qHTS for Inhibitors of mutant isocitrate dehydrogenase 1 (IDH1): qHTS; Isocitrate dehydrogenase [NADP] cytoplasmic (Homo sapiens), O75874; IDH1-R132H enzyme, NADPH consumption, diaphorase/resazurin fluorescence; Potency, µM (doses to about 76.6 µM), without a hit: at the top dose activity change, negative = inhibition, most hits filed as inhibitors; 390,000 tested, 0.093% active; AID 602179, 2012; note: potency is the fitted concentration of half-maximal effect; % is set by controls: 0 for no effect and ±100 for the full control effect; nearly all actives have a fitted effect of over 65% in size
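IDH1-R132H (0.5 ug/mL) preincubated 30 min with compound, then NADPH (0.016 mM) and alpha-KG (2 mM) added; 80 min at RT, pH 7.5. Remaining NADPH coupled via diaphorase/resazurin to fluorescence (540/590 nm); concentration-response curves normalized to no-enzyme control.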
D2 ag = HTS Assay for Allosteric Agonists of the Human D2 Dopamine Receptor: Primary Screen for Agonists; activation, % at 2 µM; HEK293 T-REx D2 cells, calcium flux agonist mode; 340,000 tested, 0.53% active; D(2) dopamine receptor (Homo sapiens), P14416;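 active = activation over 3 SD above normal in the single-dose calcium agonist read, cut at about 30% in these data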; note: 0% is about no effect
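Agonism is scored from calcium flux in a force-coupled, inducible HEK293 cell line expressing D2, read kinetically for 180 s after compound addition against dopamine controls.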
USP1-UAF1 inh = Inhibitors of USP1/UAF1: Primary Screen; Ubiquitin carboxyl-terminal hydrolase 1 (Homo sapiens), O94782; recombinant USP1/UAF1, Ub-Rhodamine cleavage fluorescence; Potency, µM (highest dose often 57.1 µM), for inactives: at the highest dose activity change, negative = inhibition, actives largely listed as inhibitors; 390,000 tested, 0.23% active; note: potency is the fitted concentration of half-maximal effect; % is set by controls: 0 for no effect and ±100 for the full control effect; nearly all actives have a fitted effect of over 60% in size; inactives centre near -12
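1 nM enzyme complex + cpd, 15 min RT; start with Ub-Rho 150nM final; kinetic fluorescence ex 480/em 540, 6 reads q60 s. Buffer 50mM HEPES pH 7.8, 0.5mM EDTA, 0.1 mg/ml BSA, 1mM TCEP, 0.01% Tween-20.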
TRHR PAM = qHTS for Small Molecule Agonists and Allosteric Enhancers of Human TRH Receptor: Primary Screen for Enhancers; Thyrotropin-releasing hormone receptor (Homo sapiens), P34981; TRHR cells, fluo-8 calcium fluorescence, EC20 TRH enhancement; enhancement, % at 2 µM; 360,000 tested, 0.66% active; AID 493056, 2011; in the data active = enhancement above about 30%; note: 0% is about no effect
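Enhancer read-out: after compound pinning and an initial kinetic agonist-mode read, an EC20 of TRH (10 nM final) was injected and fluo-8 calcium signal (Ex 480/Em 530) followed at 1 s/cycle for 100 cycles in TRHR-expressing cells.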
TrxR1 substrate = qHTS Assay for Substrates of Mammalian Selenoprotein Thioredoxin Reductase 1 (TrxR1): qHTS. purified TrxR1 substrate turnover, NADPH consumption readout. 390,000 tested, 0.01% active. Potency, µM (doses to about 114 µM), without a hit: top-dose activity change, negative = substrate turnover. Thioredoxin reductase 1, cytoplasmic (Rattus norvegicus), O89049; note: potency is the fitted concentration of half-maximal effect; % is set by controls: 0 for no effect and ±100 for the full control effect; nearly all actives have a fitted effect of over 50% in size
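Rat TrxR1, dispensed at 90 nM, was prereduced with 400 uM NADPH (final) for 5 min at ~22 deg C, then incubated with compound 15 min before 400 uM selenite. A first-read NADPH fluorescence drop versus no-compound background flagged substrates.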
PI4K2A block = qHTS for small molecular inhibitors of PI4K2A; Phosphatidylinositol 4-kinase type 2-alpha (Homo sapiens), Q9BTU6; purified PI4K2A, ADP-Glo luminescence, 1 h; stronger effect = lower value; activity change, negative = inhibition, % at 76.9 µM; 420,000 tested, 0.13% active; AID 1346378, 2018; in the data active = activity change below about -50%; inconclusive = mostly about -30% to -49%;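 note: -100% = wells without enzyme as full effect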
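ADP-Glo luminescence measured ADP generated by PI4K2A enzyme (4 ug/mL before mixing) with 1.2 mM PI substrate (pre-mix) and 300 microM ATP (pre-mix). Tris pH7.5 buffer with MgCl2, Triton X-100; 1 h reaction at ambient temperature.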
TRHR ag = qHTS for Small Molecule Agonists and Allosteric Enhancers of Human TRH Receptor: Primary Screen for Agonists; Thyrotropin-releasing hormone receptor (Homo sapiens), P34981; TRHR cells, calcium flux fluo-8, FDSS agonist mode; activation, % at 2 µM; 360,000 tested, 0.18% active; AID 493084, 2011; in the data active = activation above about 30%; note: 0% is about no effect
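Agonist-mode FDSS calcium read (Ex 480/Em 530, 1 s cycles) in 1536-well TRHR cells with fluo-8 dye, after 10-cycle baseline and 23 nL compound addition; TRH at EC20 (10 nM final) added afterwards for the enhancer phase.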
* = called active by the depositor; ? = inconclusive; · = not tested or not shown; [ ] = dose if it differs, or a comment. Unless noted, calls come from the whole dose curve; as a rule, active = well fitted inhibition curve with a large enough effect; inconclusive = small, poorly fitted or top-dose-only effect; inactive = no such curve, though single readings can be large or run the other way.

Order of results – D2 antagonist	TrxR1 inh	IDH1 R132H inh	D2 ag	USP1-UAF1 inh	TRHR PAM	TrxR1 substrate	PI4K2A block	TRHR ag
> Cc1ccc(S(=O)(=O)CCC(=O)OCc2nnc(-c3ccccc3)o2)cc1
  ·	11%	2%	·	-18%	·	11%[57.1 µM]	1	·
> COCCCNC(=O)C[C@H]1C[C@H](C(=O)N2CCOCC2)[C@@]2(CCC3CCCC3)c3[nH]c4ccc(Cl)cc4c3CCN2C1=O
  ·	-10%	-19%	·	-22%	·	-14%	-2	·
> O=C(CC1C(=O)N(c2ccccc2)C(=O)N1Cc1ccc2c(c1)OCO2)Nc1ccccc1 (stereo not given)
  ·	-3%	7%	0.0	-25%	-4	-4%	-7	-0.3
> CCOc1ccc(S(=O)(=O)NCCCl)cc1
  9	-23%	6%	0.7	-2%	-3	4%[57.1 µM]	-2	-1.0
> O=C(CCc1ccccc1)NNC(=O)Nc1ccc(F)c(Cl)c1
  -5	-11%	6%	0.6	-20%	3	-8%	-2	0.0
> CC1CCC2(CC1)SCC(=O)N2c1ccccc1 (stereo not given)
  ·	8%[57.1 µM]	5%	·	-15%	1	4%	10	0.0
> CCc1c(O)nc2ccccn2c1=O
  -11	-8%	-7%	0.1	-21%	-1	-11%	-3	0.2
> CCCC(=O)Nc1cccc(-c2cn3c(C)csc3n2)c1
  ·	10%[57.1 µM]	3%	0.4	-22%	0	1%[57.1 µM]	5	1.7
> COc1ccc(NC(=O)/C=C/c2ccc(C)o2)cc1S(=O)(=O)N1CCOCC1
  -10	-79%[57.1 µM]	4%	-0.4	-11%	-2	-3%[11.4 µM]	-1	0.5
> Cn1c(=O)cc(SCC(=O)N2CCN(C(=O)c3ccco3)CC2)c2ccccc21
  -5	-14%	5%	-2.5	-3%	2	-3%	2	0.0
> O=C1Cc2ccccc2C(c2ccc(Cl)cc2Cl)N1 (stereo not given)
  -7	10%	-1%	1.0	-17%	-11	2%	-3	-0.1
> Cc1cccnc1NC(=O)c1ccc(NS(=O)(=O)c2ccc3[nH]c(=O)[nH]c3c2)cc1
  -4	-8%	-4%	2.4	1%	-6	-6%	2	0.4
> COC(=O)c1ccc(NC(=O)c2ccccc2)o1
  -2	7%[57.1 µM]	0%	0.2	-6%	6	7%[57.1 µM]	5	0.1
> CC/C(=N/Nc1ccccc1)c1cnnc(-c2ccccc2)n1
  -4	-5%	-6%	0.0	-24%	1	-8%	1	-0.6
> COc1ccc(C(=O)N2CCN(c3ccc(NC(=O)Cc4ccccc4)cc3)CC2)cc1
  -4	11%[57.1 µM]	5%	0.7	-18%	-2	-3%	-1	-0.7
> COc1ccc(C(=O)N=c2sc3c(C)ccc(OC)c3n2C)cc1
  18	111%[activator][57.1 µM]	13%	-1.1	-17%	-7	83%[activator][57.1 µM]	0	0.1
> CCOC(=O)C1=NN(c2ccc(OC)cc2)C(c2ccccc2)CC1=O (stereo not given)
  -6	25%[57.1 µM]	4%	-0.6	-6%	-1	10%[57.1 µM]	-3	-0.6
> CCc1nn(CC(=O)N2CCN(c3ccc(OC)cc3)CC2)c(=O)c2cc3occc3n12
  -3	-4%	2%	0.1	-16%	-1	-6%	-3	-0.8
> CCCCOc1ccc(C(=O)Nc2onc3c2CCCC3)cc1
  ·	5%	14%	·	?	3	-7%	1	0.5
> COc1ccc(C(=O)O)cc1S(=O)(=O)N1CCSCC1
  12	16%	-1%	0.4	-20%	1	5%	3	0.1
> O=C(CCC(=O)N1CCCC1)Nc1ccc([N+](=O)[O-])cc1
  -9	-23%	0%	0.4	-12%	-1	-16%	1	0.7
> COc1ccccc1/C=C/[C@@H]1C[C@H]2CN(Cc3cccc(Cl)c3)C(=O)[C@]23CCCN13
  2	25%[57.1 µM]	13%	0.5	0%	-1	1%[57.1 µM]	-2	-0.4
> COc1ccc(C2=NO[C@@H]3C(=O)N(c4cccc(C)c4C)C(=O)[C@H]23)cc1OC
  8	2%	13%	0.3	-18%	8	3%	0	-0.6
> Cc1cc(C)n(-c2ccc(C(=O)NC3=NCCS3)cc2)n1
  -8	26%	2%	1.0	0%	-3	-1%	2	0.3
> CCN(CC)CCn1c(=S)[nH]c2ccc(Br)cc2c1=O
  -6	-9%	0%	1.0	-5%	7	-10%	-6	-0.4
> COC(=O)c1ccccc1OCCCCN1CC(C)OC(C)C1 (stereo not given)
  15	-1%	-6%	-1.3	-20%	-5	-6%	-2	-1.1
> N#CC(c1nc2ccccc2nc1N1CCCCC1)S(=O)(=O)c1ccc(Cl)cc1 (stereo not given)
  14	·	·	1.4	·	-2	·	·	3.2
> CCCc1c(C(=O)Nc2ccc(OC)cc2)cnn1-c1ccccc1
  -21	12%	12%	0.7	-4%	2	-10%	6	0.0
> COc1ccc(-c2cc(C(F)(F)F)nc(SCCC(=O)Nc3cccc(O)c3)n2)cc1
  ·	32%	?	-0.7	-21%	4	-2%	-13	-0.7
> O=C(CSc1nc2ccccc2n1CC(=O)NCc1ccccc1)NCc1ccco1
  4	-4%	-4%	-0.5	-12%	-3	-3%	1	-0.5

Reprinted from the part before: three entries, followed by the next part.
Order of results – D2 antagonist	TrxR1 inh	IDH1 R132H inh	D2 ag	USP1-UAF1 inh	TRHR PAM	TrxR1 substrate	PI4K2A block	TRHR ag
> CCCc1c(C(=O)Nc2ccc(OC)cc2)cnn1-c1ccccc1
  -21	12%	12%	0.7	-4%	2	-10%	6	0.0
> COc1ccc(-c2cc(C(F)(F)F)nc(SCCC(=O)Nc3cccc(O)c3)n2)cc1
  ·	32%	?	-0.7	-21%	4	-2%	-13	-0.7
> O=C(CSc1nc2ccccc2n1CC(=O)NCc1ccccc1)NCc1ccco1
  4	-4%	-4%	-0.5	-12%	-3	-3%	1	-0.5
> COC(=O)C1=C(N)Oc2cc(C)n(CCc3ccccc3)c(=O)c2C1c1cccnc1 (stereo not given)
  2	-3%	0%	-0.4	-17%	-2	-3%	4	-0.7
> O=C(c1c(F)cccc1F)N1CCCC(c2nc(-c3ccc(Cl)cc3)no2)C1 (stereo not given)
  10	20%	-1%	0.4	-11%	-6	0%	0	-0.8
> COc1ccc(C2SCC(=O)N2C)cc1 (stereo not given)
  -4	8%[57.1 µM]	-1%	-0.3	-9%	0	5%[57.1 µM]	9	0.8
> COc1cccc(-c2cc(C(=O)N/N=C/c3ccc(OC)c(COC(C)=O)c3)c3ccccc3n2)c1
  ·	12%[57.1 µM]	2%	·	-19%	·	17%	-4	·
> COC(=O)Nc1nc(-c2ccccc2)c(C(=O)c2ccc(Cl)cc2)s1
  9	9%	8%	0.6	-29%	-5	-4%	-6	-1.1
> CCn1cc(C(=O)N2CCN(c3ccc([N+](=O)[O-])cc3)CC2)c(=O)c2ccc(C)nc21
  4	0%	1%	-0.9	-17%	46*	-10%	8	-1.3
> CC(C)c1ccc(NC(=O)c2ccc(NC3=NC4CS(=O)(=O)CC4S3)cc2)cc1 (stereo not given)
  -1	2%[57.1 µM]	0%	-0.2	-14%	3	-2%[57.1 µM]	1	-0.1
> CC(=O)c1sc(NC(=O)C2CCN(C(=O)c3ccccc3C)CC2)nc1-c1ccccc1
  -6	-2%	7%	-0.3	-8%	-9	-5%	0	0.1
> COc1ccc(C(=O)OCC(=O)NC(Cc2ccccc2)C(C)=O)cc1S(=O)(=O)N1CCCC1 (stereo not given)
  11	-10%	3%	-0.2	-13%	-6	-4%	6	0.2
> CC1CCN(C(=O)CCc2nnc3ccc(NCCCN4CCCC4=O)nn23)CC1
  ·	18%	10%	·	-22%	1	5%	-1	-0.1
> CCOc1ccc(CN2CCNC(=O)C2CC(=O)NCCN2CCOC2=O)cc1 (stereo not given)
  -8	-24%	5%	0.1	-3%	-4	-8%	-2	0.0
> CCOC(=O)C1=C(C)NC2=C(C(=O)CC(C)(C)C2)C1c1ccc(O)c(OCC)c1 (stereo not given)
  -2	-1%	9%	-0.3	-15%	1	3%	-6	-0.6
> CCOc1ccc(NC(=O)CCCN2C(=S)NC(C)(C)CC2C)cc1 (stereo not given)
  -9	-8%[57.1 µM]	15%	0.0	-13%	6	10%[57.1 µM]	-2	-0.1
> COc1ccc(S(=O)(=O)Cc2ccc(C(=O)N3CCN(c4ccccc4)CC3)o2)cc1
  -7	-1%	15%	6.2	-20%	-5	4%	0	0.6
> O=c1c(Cc2ccc(Cl)cc2)c(O)ccn1Cc1cccc(Cl)c1
  -15	13%[57.1 µM]	7%	0.1	-17%	8	-6%	4	0.0
> CCN1CCN(CC(=O)n2c3c(c4ccccc42)CC(C)CC3)CC1 (stereo not given)
  9	-16%	7%	0.3	-10%	-6	-4%[57.1 µM]	6	1.0
> COc1ccc(N(CC(=O)Nc2ccc3c(c2)OCCO3)S(C)(=O)=O)c(OC)c1
  -18	-2%	1%	0.2	-17%	0	8%[57.1 µM]	-18	0.2

Screening data as filed in PubChem BioAssay.
